# PLK1 PBD inh – qHTS for Inhibitors of PLK1-PDB (polo-like kinase 1 - polo-box domain): Primary Screen; Serine/threonine-protein kinase PLK1 (Homo sapiens), P53350; Plk1 PBD binding of FITC phosphopeptide, fluorescence polarization; Potency, µM, for the others: max response, negative = inhibition, actives largely listed as inhibitors; 2.8% of 360,000 active; AID 720504, 2013; further: potency means the concentration at half of the fitted maximal effect; series mostly up to about 57 µM; on the % scale 0 is the no-effect control and ±100 the full control effect; nearly all actives have a fitted effect of over 65% in size
# Target sequence (P53350 whole entry, looked up, the tested form may be a part): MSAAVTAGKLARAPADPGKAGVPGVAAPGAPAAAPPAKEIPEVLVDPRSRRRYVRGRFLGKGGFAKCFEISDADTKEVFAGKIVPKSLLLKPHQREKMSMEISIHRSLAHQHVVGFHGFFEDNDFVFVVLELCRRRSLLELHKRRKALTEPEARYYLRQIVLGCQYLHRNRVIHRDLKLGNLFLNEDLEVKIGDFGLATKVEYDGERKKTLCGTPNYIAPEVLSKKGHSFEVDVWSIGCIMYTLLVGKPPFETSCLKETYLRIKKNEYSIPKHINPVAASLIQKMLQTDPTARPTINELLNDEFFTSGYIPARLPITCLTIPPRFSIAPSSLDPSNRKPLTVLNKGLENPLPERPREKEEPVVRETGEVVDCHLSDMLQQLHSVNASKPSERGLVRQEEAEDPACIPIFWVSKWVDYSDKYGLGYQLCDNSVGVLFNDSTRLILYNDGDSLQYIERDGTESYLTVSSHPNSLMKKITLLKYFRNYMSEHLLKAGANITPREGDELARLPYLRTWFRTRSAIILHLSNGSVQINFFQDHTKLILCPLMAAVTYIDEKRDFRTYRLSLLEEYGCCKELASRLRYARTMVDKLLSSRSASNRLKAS
# EPAC1 antagonist – qHTS for Antagonist of cAMP-regulated guanine nucleotide exchange factor 3 (EPAC1): primary screen | Rap guanine nucleotide exchange factor 3 (Homo sapiens), O95398 | EPAC1 GEF assay, Rap1b-BODIPY-GDP exchange fluorescence | Potency, µM (titrated, usually from 115 µM), inactives show top-dose activity change, negative = inhibition, usual class: inhibitors | 0.14% of 360,000 active;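 further: potency means the concentration at half of the fitted maximal effect; plate controls were vehicle for no effect and positive control for full effect; nearly all actives have a fitted effect of over 50% in size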
# PI5P4K alpha inh – qHTS for Inhibitors of phosphatidylinositol 5-phosphate 4-kinase (PI5P4K); PI5P4Kalpha enzyme, ADP-Glo luminescence, 60 min; stronger effect = lower value; max response, %; 1.2% of 330,000 active; AID 652105, 2013; active means max response of -50% or lower; inconclusive means between -30% and -50%; inactive means -30% or higher; further: value at the top dose of about 77 µM; on the % scale 0 is the no-effect control and ±100 the full control effect
# Target sequence (P48426 whole entry, looked up): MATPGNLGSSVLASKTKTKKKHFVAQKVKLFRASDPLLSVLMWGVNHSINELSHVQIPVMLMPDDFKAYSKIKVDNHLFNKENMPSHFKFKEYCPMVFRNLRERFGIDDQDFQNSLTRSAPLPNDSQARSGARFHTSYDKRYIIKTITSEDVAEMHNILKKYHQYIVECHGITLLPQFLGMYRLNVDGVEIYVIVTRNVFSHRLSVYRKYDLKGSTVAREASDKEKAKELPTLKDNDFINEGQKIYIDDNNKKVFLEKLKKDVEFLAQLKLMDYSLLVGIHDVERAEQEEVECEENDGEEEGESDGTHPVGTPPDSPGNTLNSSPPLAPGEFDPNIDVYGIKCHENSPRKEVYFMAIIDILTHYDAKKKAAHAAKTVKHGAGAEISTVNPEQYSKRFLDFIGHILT
#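 Quantitative HTS of the MLSMR library against PI5P4Kalpha with substrate. ATP added last at 5 microM final; room temperature, 60 minutes. Remaining ATP depleted, ADP converted and read as luminescence.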
# CCT chaperon mod – High-Throughput Screening for Modulators of Cytosolic Chaperonin Activity; purified chaperonin ATPase assay, HTRF ADP detection, 30 min; activity change, % (concentration not given with the values), hits read low; AID 651819, 2012; 0.3% of 360,000 active; in the data active means activity change below about -30%; further: on the % scale 0 is the no-effect control and ±100 the full control effect
#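 TRiC at 40 or 20 nM final (batch-dependent) in 30 mM Tris pH 7.4, 100 mM KCl, 5 mM MgCl2, 1 mM DTT, with compound at single 76 uM and 10 uM ATP, 30 min at 37 deg C. ADP detected by HTRF Transcreener, 665/615 ratio.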
# EPAC2 antag – qHTS for Antagonist of cAMP-regulated guanine nucleotide exchange factor 2 (EPAC2): primary screen | Rap guanine nucleotide exchange factor 4 (Homo sapiens), Q8WZA2 | EPAC2 GEF exchange of Rap1B-BODIPY-GDP, fluorescence | Potency, µM (top dose mostly 114 µM), inactives show at the top dose activity, negative = inhibition, usual class: inhibitors | 0.18% of 360,000 active | AID 720708, 2013; further: potency means the concentration at half of the fitted maximal effect; on the % scale 0 is the no-effect control and ±100 the full control effect; nearly all actives have a fitted effect of over 45% in size; many of its hits are not listed in these tables
# EPAC1 agonist – qHTS for Agonist of cAMP-regulated guanine nucleotide exchange factor 3 (EPAC1): primary screen | Rap guanine nucleotide exchange factor 3 (Homo sapiens), O95398 | EPAC1 agonist qHTS, biochemical assay; response scale: 100% = response to 6.5 mM cAMP | Potency, µM (doses to about 154 µM), for inactives: at the highest dose activation, usual class: activators | 0.073% of 360,000 active | AID 720707, 2013; further: potency means the concentration at half of the fitted maximal effect; nearly all actives have a fitted effect of over 60% in size
#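 Multi-concentration qHTS readout: loss of Rap1B-bound BODIPY-GDP fluorescence driven by 100 nM EPAC1 with excess GDP (50 uM), monitored kinetically at room temperature; agonist response expressed relative to 6.5 mM cAMP.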
# WRN inhibitor – qHTS for Inhibitors of WRN Helicase. WRN helicase unwinding, fluorescent forked duplex, kinetic. Potency, µM (series often up to 114 µM), for inactives: top-dose activity change, negative = inhibition, actives largely listed as inhibitors. 0.46% of 360,000 active. AID 651768, 2012; further: potency means the concentration at half of the fitted maximal effect; on the % scale 0 is the no-effect control and ±100 the full control effect; nearly all actives have a fitted effect of over 55% in size
#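 Primary qHTS, 1536-well format. 20 nM WRN + compound, 15 min RT; start with 100 nM forked fluorophore/quencher duplex, 2 mM ATP (final); kinetic read ex 525/em 598 nm.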
# MmCpn inh – Inhibitors of TCP-1 ring complex (TRiC) of Methanococcus maripaludis (MmCpn): qHTS | Chaperonin Mm-Cpn (Methanococcus maripaludis) | purified Mm-Cpn ATPase, ADP Transcreener TR-FRET | Potency, µM (series often up to 76.9 µM), inactives show at the top dose activity, negative = inhibition, actives largely listed as inhibitors | 0.031% of 330,000 active; further: potency means the concentration at half of the fitted maximal effect; on the % scale 0 is the no-effect control and ±100 the full control effect; nearly all actives have a fitted effect of over 80% in size
#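 Quantitative HTS used 25 nM Mm-CPN and 10 uM ATP in magnesium/KCl Tris buffer, pH 7.4, with 1 mM DTT. Hydrolysis ran 30 min at 37°C; ADP was read by HTRF.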
# * marks the source's active call; other numbers are inactive results; ? = inconclusive; · = no result given; [ ] = remark or other dose. Unless noted, the call rests on the fitted dose curve; in most records, active means well fitted curve in the direction sought with a large enough effect; inconclusive means small, poorly fitted or top-dose-only effect, or another doubt; inactive means no such curve, though single readings can be large; an effect the other way counts as inactive or inconclusive. A portion of the library; the hit share may differ from the screen's.
PLK1 PBD inh	EPAC1 antagonist	PI5P4K alpha inh	CCT chaperon mod	EPAC2 antag	EPAC1 agonist	WRN inhibitor	MmCpn inh	SMILES
-13%	-11%	-1	-1.9	-8%	-15%	-24%	2%	COc1ccc([C@@H]2[C@@H]3C(=O)N(C(C)(C)C)C(=O)[C@@H]3[C@]3(C)C(=O)N(c4cccc(Br)c4)C(=O)N23)cc1
-21%	11%	-8	-2.3	-8%	7%	-36%	0%	O=Cc1ccc(-c2cc(Cl)ccc2Cl)[nH]1
-13%	-6%	·	-3.1	-2%	2%	0%	1%	COc1cc2cc(CN(CCO)C(=O)c3cccs3)c(=O)[nH]c2cc1OC
-12%	5%	-8	-2.4	4%	7%	7%[57.1 µM]	-2%	Cc1[nH]c2ccc(F)cc2c(=O)c1SC(F)(F)C(F)F
-2%	-20%	2	-3.3	1%	-1%	-5%	-3%	Cc1cc(NC(=O)CSc2nc3ccsc3c(=O)n2CCCC(=O)NCCc2ccccc2)no1
1%	-10%	-4	-0.4	-2%	-2%	-6%	-1%	Cc1ccc[n+](CC(=O)c2ccc(-c3ccccc3)cc2)c1
-2%	11%	1	-3.7	-6%	5%	3%	0%	O=C(COC(=O)/C=C/c1ccc([N+](=O)[O-])cc1)NCC1CCCCC1
-7%	-21%	23	-3.2	-26%	-7%	-6%	·	CCC/C=C/c1ccc(CN2C(C(C)C)C(=O)N(Cc3cn(CCC4OCCO4)nn3)CCS2(=O)=O)cc1 (stereo not given)
-7%	-16%	15	0.9	-7%[57.1 µM]	-13%	-5%	-7%	Cc1nc(N2CCCCC2)c2c(C)c(C(=O)Nc3cccc(C(F)(F)F)c3)sc2n1
-12%	-6%	0	-2.7	5%	0%	2%	-1%	Cc1occc1-c1nnc(SCC(=O)NCc2cccs2)n1-c1ccc(F)cc1
-9%	27%	2	-1.2	0%	1%	9%	-6%	O=c1[nH]cnc(O)c1N=Nc1ccccc1
-6%	-16%	-2	2.0	-5%	-1%	6%	2%	CCCN1CCC(=O)N([C@H](CO)CC(C)C)CC1
-17%	-4%	3	-2.0	10%	-12%	-7%	-1%	Cc1ccc(OCC(=O)NNC(=S)NC(=O)c2cccs2)c(C)c1
1%	12%	2	-3.3	7%	-4%	1%	-1%	COc1ccccc1C(=O)Nc1cc2cc(Br)ccc2oc1=O
-8%	-7%	3	-0.8	-11%	4%	-2%	·	COc1ccc(C=Cc2ccc3ccccc3n2)c(OC)c1
3%	0%	-5	-1.2	23%	-2%	7%	1%	CN(C)S(=O)(=O)c1cccc(NC(=O)c2cc(=O)[nH]c3ccccc23)c1
0%	11%	1	-1.1	7%	-6%	4%	1%	O=C(O)C1CCCCC1C(=O)NCCCc1ccccc1 (stereo not given)
2%	9%	5	0.5	2%	2%	3%	3%	CC1CCN(CCC(=O)Nc2nccs2)CC1
-3%	-8%	0	-2.2	-13%	-7%	-9%	0%	COc1ccc(OC)c(N(CC(=O)NCc2ccccn2)S(C)(=O)=O)c1
-8%	2%	1	-0.7	13%	12%	3%	0%	Cn1c(=O)oc2cc(S(=O)(=O)N3CCC(N4CCCCC4)CC3)ccc21
2%	3%	-4	0.7	4%	1%	10%	·	C#CCOCCOCCOCCNc1nc(N2CCOCC2)nc(N2CCN(C(=O)[C@H](Cc3ccc(O)cc3)n3cc([C@@H](N)CC(C)C)nn3)CC2)n1
-11%	-25%	7	1.0	-10%	-2%	-20%	-1%	Cc1cc(C)c2c(n1)sc1c(=O)n(Cc3ccccc3Cl)nnc12
-29%	0%	2	-1.3	-3%	14%	4%	1%	COc1cccc2cc(C(=O)Oc3ccc(NC(C)=O)cc3)c(=O)oc12
-4%	2%	-9	-0.5	0%	-1%	6%	0%	Cc1ccc(S(=O)(=O)NCCCNS(=O)(=O)c2ccc(C)cc2)cc1
-17%	-18%	7	2.2	?	-11%	-8%	1%	Cc1ccc(N(C)C(=O)c2ccc3c(Cl)c4c(nc3c2)CCC4)cc1C
-13%	-25%	0	-2.6	9%	-11%	1%	·	Cc1ccc(CNC(=O)/C=C/[C@H]2O[C@@H](n3cc(C)c(=O)[nH]c3=O)C[C@@H]2O)o1
-11%	-24%	-5	-1.3	2%	10%	4%	?	Nc1cc(=O)[nH]c(SCC(=O)c2ccc(F)cc2)n1
-4%	-7%	14	-0.2	-4%	14%	1%	·	O=C(COC(=O)c1c[nH]c2ccccc12)NCc1ccccc1
-3%	-6%	7	-1.7	15%[57.1 µM]	-5%	-2%	-23%	COc1cc(/C=C2\SC(=S)N(CC(=O)Nc3ccc(O)cc3)C2=O)cc(OC)c1OC
-12%	1%	·	0.3	-11%	9%	2%	0%	COc1ccc(N/C=C2\CCOC2=O)cc1
-4%	-5%	8	1.1	-17%	-2%	-4%	0%	Nc1ccccc1SCCS(=O)(=O)c1ccc(Cl)cc1
-1%	8%	-4	-1.9	6%	1%	5%	0%	COc1ccc(C(=O)Nc2cccc(C(C)=O)c2)c(OC)c1OC
?	-6%	-1	0.6	10%	-5%	-21%	-2%	CCCC(=O)Nc1ccc(NC(=S)NC(=O)c2cccs2)cc1
-19%	0%	-13	-2.2	10%	-9%	-7%	-1%	Cc1occc1C(=O)Nc1cccc([N+](=O)[O-])c1
0%	1%	·	2.1	11%	2%	3%	-1%	Cc1ccc(-c2nn3c(C)nnc3c3ccccc23)cc1S(=O)(=O)NCCN1CCOCC1
-12%	-9%	18	1.5	1%	7%	2%	·	OCCOCCn1c(C2CCCN2c2nc(-c3ccc(F)cc3)cs2)nc2cc(Cl)c(Cl)cc21 (stereo not given)
-18%	-13%	-1	-1.4	-6%	2%	4%	1%	COc1cccc(NC(=S)NC(C)c2ccc(OC)c(OC)c2)c1 (stereo not given)
-7%	-14%	-27	2.4	2%	5%	-35%[57.1 µM]	-1%	NS(=O)(=O)c1cccc(NC(=O)COC(=O)/C=C/c2ccco2)c1
-4%	18%	3	-1.0	-5%	-1%	0%	1%	CSCCC(NC(=O)c1ccccc1Cl)C(=O)N1CCCCCCC1 (stereo not given)
-1%	-6%	-3	-0.1	3%	-2%	-5%	-1%	O=C(Cn1cc2c(n1)CCCC2)NCCCN1CCN(Cc2ccccc2)CC1

# As a short view, part of the list above:
PLK1 PBD inh	EPAC1 antagonist	PI5P4K alpha inh	CCT chaperon mod	EPAC2 antag	EPAC1 agonist	WRN inhibitor	MmCpn inh	SMILES
-4%	-7%	14	-0.2	-4%	14%	1%	·	O=C(COC(=O)c1c[nH]c2ccccc12)NCc1ccccc1
-3%	-6%	7	-1.7	15%[57.1 µM]	-5%	-2%	-23%	COc1cc(/C=C2\SC(=S)N(CC(=O)Nc3ccc(O)cc3)C2=O)cc(OC)c1OC
-12%	1%	·	0.3	-11%	9%	2%	0%	COc1ccc(N/C=C2\CCOC2=O)cc1
-4%	-5%	8	1.1	-17%	-2%	-4%	0%	Nc1ccccc1SCCS(=O)(=O)c1ccc(Cl)cc1
-1%	8%	-4	-1.9	6%	1%	5%	0%	COc1ccc(C(=O)Nc2cccc(C(C)=O)c2)c(OC)c1OC
?	-6%	-1	0.6	10%	-5%	-21%	-2%	CCCC(=O)Nc1ccc(NC(=S)NC(=O)c2cccs2)cc1
-19%	0%	-13	-2.2	10%	-9%	-7%	-1%	Cc1occc1C(=O)Nc1cccc([N+](=O)[O-])c1
0%	1%	·	2.1	11%	2%	3%	-1%	Cc1ccc(-c2nn3c(C)nnc3c3ccccc23)cc1S(=O)(=O)NCCN1CCOCC1
-12%	-9%	18	1.5	1%	7%	2%	·	OCCOCCn1c(C2CCCN2c2nc(-c3ccc(F)cc3)cs2)nc2cc(Cl)c(Cl)cc21 (stereo not given)
-18%	-13%	-1	-1.4	-6%	2%	4%	1%	COc1cccc(NC(=S)NC(C)c2ccc(OC)c(OC)c2)c1 (stereo not given)
-7%	-14%	-27	2.4	2%	5%	-35%[57.1 µM]	-1%	NS(=O)(=O)c1cccc(NC(=O)COC(=O)/C=C/c2ccco2)c1
-4%	18%	3	-1.0	-5%	-1%	0%	1%	CSCCC(NC(=O)c1ccccc1Cl)C(=O)N1CCCCCCC1 (stereo not given)
-1%	-6%	-3	-0.1	3%	-2%	-5%	-1%	O=C(Cn1cc2c(n1)CCCC2)NCCCN1CCN(Cc2ccccc2)CC1

# Next section:
PLK1 PBD inh	EPAC1 antagonist	PI5P4K alpha inh	CCT chaperon mod	EPAC2 antag	EPAC1 agonist	WRN inhibitor	MmCpn inh	SMILES
1%	-16%	7	0.4	-6%	9%	1%	-1%	COC(=O)c1ccc(NC(=O)c2cccc(C)c2)cc1
-11%	-9%	9	-2.6	-2%	9%	?	1%	Cc1ccc(-n2c(SCC(=O)N/N=C/c3c(C)nn(-c4ccccc4)c3C)nc3ccccc3c2=O)cc1
-9%	-6%	3	-2.5	-12%	15%	5%	-18%	Cn1cccc1/C=N/NC(=O)c1cc(-c2cccs2)nc2ccccc12
-4%	2%	·	-1.5	-2%	6%	2%	2%	Cc1cc(C(=O)NCc2ccc(S(N)(=O)=O)cc2)cs1
-4%	8%	2	-0.2	7%	3%	4%	1%	CN1C(=O)c2ccc(C(=O)NCc3ccco3)cc2C1=O
-8%	-8%	2	0.5	-3%	-6%	8%	0%	CN(C)Cc1nnnn1-c1ccccc1
-6%	-15%	1	-1.3	3%	0%	14%	-1%	COc1ccc(CC(=O)NCC2CCCN(Cc3ccc(OC(F)(F)F)cc3)C2)cc1 (stereo not given)
1%	2%	-3	-0.9	3%	7%	-3%	-11%	Cc1ccc(N(C(=O)Cc2c[nH]c3ccccc23)C(C(=O)NC2CCCCC2)c2ccco2)cc1 (stereo not given)
1%	-1%	0	-1.2	9%	-1%	-4%	0%	COCc1nc2ccccc2n1Cc1ccccc1Br

# Assay outcomes as filed in PubChem BioAssay.
